TcdB GH inh: blocks C. difficile toxin B glycohydrolase activity; 350,000 compounds, 0.24% hits; AID 652162; TcdB glycohydrolase enzymatic assay, plate reader; P18177; inhibition, % at 9.99 µM; in the data active = inhibition above about 10%
Target sequence (P18177 whole entry, looked up): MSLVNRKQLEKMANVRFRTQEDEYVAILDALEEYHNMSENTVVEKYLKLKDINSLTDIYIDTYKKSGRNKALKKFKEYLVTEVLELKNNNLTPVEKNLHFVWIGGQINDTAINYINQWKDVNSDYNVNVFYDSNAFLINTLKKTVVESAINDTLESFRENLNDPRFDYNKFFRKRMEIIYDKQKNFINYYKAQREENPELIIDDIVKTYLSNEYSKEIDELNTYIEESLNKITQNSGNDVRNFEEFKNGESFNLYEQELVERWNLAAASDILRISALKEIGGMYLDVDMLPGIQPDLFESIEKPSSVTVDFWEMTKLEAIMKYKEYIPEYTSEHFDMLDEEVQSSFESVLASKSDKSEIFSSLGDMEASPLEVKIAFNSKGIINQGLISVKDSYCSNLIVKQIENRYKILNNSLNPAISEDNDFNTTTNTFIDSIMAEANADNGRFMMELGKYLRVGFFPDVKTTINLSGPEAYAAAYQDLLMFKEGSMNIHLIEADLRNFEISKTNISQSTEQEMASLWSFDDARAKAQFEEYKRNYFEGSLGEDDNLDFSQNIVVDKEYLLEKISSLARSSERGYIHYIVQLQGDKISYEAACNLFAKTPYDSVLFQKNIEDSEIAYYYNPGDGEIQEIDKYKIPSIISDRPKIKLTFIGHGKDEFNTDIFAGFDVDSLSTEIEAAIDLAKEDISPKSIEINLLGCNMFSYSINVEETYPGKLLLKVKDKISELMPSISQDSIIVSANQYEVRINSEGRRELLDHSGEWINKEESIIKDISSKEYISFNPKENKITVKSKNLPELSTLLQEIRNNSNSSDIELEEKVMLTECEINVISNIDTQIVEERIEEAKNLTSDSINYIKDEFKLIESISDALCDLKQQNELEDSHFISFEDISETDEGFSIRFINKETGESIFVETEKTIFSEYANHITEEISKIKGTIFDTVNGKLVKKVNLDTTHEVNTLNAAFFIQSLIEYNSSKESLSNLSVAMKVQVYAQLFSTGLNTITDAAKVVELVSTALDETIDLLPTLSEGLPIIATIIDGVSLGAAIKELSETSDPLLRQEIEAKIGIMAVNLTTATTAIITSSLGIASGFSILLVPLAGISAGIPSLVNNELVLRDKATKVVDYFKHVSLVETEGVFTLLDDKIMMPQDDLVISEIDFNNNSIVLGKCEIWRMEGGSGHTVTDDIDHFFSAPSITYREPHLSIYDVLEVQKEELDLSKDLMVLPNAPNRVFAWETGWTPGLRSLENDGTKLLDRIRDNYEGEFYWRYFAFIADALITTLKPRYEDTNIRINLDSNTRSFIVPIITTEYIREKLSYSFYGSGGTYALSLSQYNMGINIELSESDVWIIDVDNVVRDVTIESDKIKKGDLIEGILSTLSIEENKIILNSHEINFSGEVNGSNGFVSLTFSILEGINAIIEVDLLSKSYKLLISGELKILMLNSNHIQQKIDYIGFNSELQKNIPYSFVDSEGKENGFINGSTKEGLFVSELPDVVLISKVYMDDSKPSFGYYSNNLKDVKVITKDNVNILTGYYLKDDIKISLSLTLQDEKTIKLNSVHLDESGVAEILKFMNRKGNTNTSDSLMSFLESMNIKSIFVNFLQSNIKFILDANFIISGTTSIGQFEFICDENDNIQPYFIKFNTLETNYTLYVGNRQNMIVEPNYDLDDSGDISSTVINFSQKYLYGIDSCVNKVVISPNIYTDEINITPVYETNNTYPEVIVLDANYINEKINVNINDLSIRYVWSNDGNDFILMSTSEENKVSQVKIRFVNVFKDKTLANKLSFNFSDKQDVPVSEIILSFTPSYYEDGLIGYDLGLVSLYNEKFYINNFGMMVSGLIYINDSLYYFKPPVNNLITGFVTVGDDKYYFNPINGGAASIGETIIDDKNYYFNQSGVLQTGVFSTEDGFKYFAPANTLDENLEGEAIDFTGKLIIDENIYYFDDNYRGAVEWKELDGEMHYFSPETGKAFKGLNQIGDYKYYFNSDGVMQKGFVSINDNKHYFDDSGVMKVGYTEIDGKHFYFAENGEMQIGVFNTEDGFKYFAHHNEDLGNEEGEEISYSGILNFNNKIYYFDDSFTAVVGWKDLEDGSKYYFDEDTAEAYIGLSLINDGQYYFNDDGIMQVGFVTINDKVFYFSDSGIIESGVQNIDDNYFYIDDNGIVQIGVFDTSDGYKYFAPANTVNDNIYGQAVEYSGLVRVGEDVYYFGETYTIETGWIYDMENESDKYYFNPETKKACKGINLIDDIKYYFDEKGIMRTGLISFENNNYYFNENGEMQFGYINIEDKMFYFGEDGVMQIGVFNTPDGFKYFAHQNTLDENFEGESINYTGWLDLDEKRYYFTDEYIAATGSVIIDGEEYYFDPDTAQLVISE
Numbers without * were called inactive; & = joins results of further samples. These rows are one share of the data; rates above refer to the full screens.

SMILES	TcdB GH inh
Cc1noc(C)c1NC(=O)Nc1ccc2c(c1)C(=O)N([C@H](C)CO)C[C@H](C)[C@H](CN(C)Cc1ccc3c(c1)OCO3)O2	0.6
C[C@@H]1CN([C@@H](C)CO)C(=O)Cc2cc(NC(=O)CCC(F)(F)F)ccc2O[C@H]1CN(C)C(=O)Nc1ccc(F)cc1	-2.8
Cc1ccc(S(=O)(=O)N(C)C[C@@H]2Oc3ccc(NC(=O)NC(C)C)cc3CC(=O)N([C@@H](C)CO)C[C@@H]2C)cc1	0.9
N#Cc1cccc(-c2ccc([C@H]3[C@@H](CO)N4CCCCN(C(=O)Cc5cccnc5)C[C@H]34)cc2)c1	0.7
CC(C)C#Cc1ccc([C@@H]2[C@H]3CN(C(=O)c4ccc5c(c4)OCO5)CCCCN3[C@H]2CO)cc1	1.5
COCC(=O)N(C)C[C@H]1Oc2ncc(C#Cc3ccccc3)cc2C(=O)N([C@H](C)CO)C[C@H]1C	1.3
COc1ccccc1-c1cnc2c(c1)C(=O)N([C@H](C)CO)C[C@@H](C)[C@H](CN(C)C(C)=O)O2	0.7
O=C(Cc1ccncc1)Nc1ccc2c(c1)[C@H]1C[C@@H](CC(=O)NC3CCCC3)O[C@H](CO)[C@H]1O2	-1.0
CCCC#Cc1ccc2c(c1)O[C@H](CN(C)C(=O)Nc1ccc(OC)cc1)[C@@H](C)CN([C@@H](C)CO)S2(=O)=O	1.8
CO[C@@H]1CN(C)C(=O)c2ccc(NC(=O)C3CC3)cc2OC[C@H](C)N(C(=O)c2ccccc2)C[C@H]1C	1.3
C[C@@H]1CN([C@@H](C)CO)C(=O)c2cccc(NS(=O)(=O)c3ccc(Cl)cc3)c2O[C@@H]1CN(C)S(=O)(=O)c1ccccc1	-0.2
CCCNC(=O)Nc1ccc2c(c1)OC[C@H](C)N(C(=O)C1CCC1)C[C@@H](C)[C@H](OC)CN(C)C2=O	-2.4
C[C@H]1CN([C@@H](C)CO)C(=O)Cc2cc(NS(=O)(=O)c3cccs3)ccc2O[C@@H]1CN(C)Cc1ccc(C(F)(F)F)cc1	-0.2
C[C@@H]1CCCCO[C@@H](CN(C)C)[C@H](C)CN([C@H](C)CO)C(=O)c2cc(NS(=O)(=O)c3cn(C)cn3)ccc2O1	-0.1
C[C@@H]1CN([C@H](C)CO)C(=O)c2cc(/C=C/c3ccccc3)cnc2O[C@H]1CN(C)S(=O)(=O)c1cccs1	-1.6
O=C(NC1CCCCC1)N1CC(=O)N2[C@H](CO)[C@H](c3ccc(-c4cccc(F)c4)cc3)[C@H]2C1	0.1
C[C@@H]1CN([C@H](C)CO)C(=O)c2cc(NS(=O)(=O)c3cn(C)cn3)ccc2O[C@@H](C)CCCCO[C@@H]1CN(C)Cc1ccncc1	0.2
CCCN(C)C[C@H]1Oc2cc(C#C[C@H](C)O)ccc2S(=O)(=O)N([C@@H](C)CO)C[C@H]1C	-1.0
CCC(=O)Nc1ccc2c(c1)OC[C@@H](C)N(CCc1ccccc1)C[C@H](C)[C@H](OC)CN(C)C2=O	0.5
CO[C@@H]1CN(C)C(=O)c2cc(NC(=O)NC(C)C)ccc2OC[C@@H](C)N(Cc2ccccn2)C[C@H]1C	0.1
O=C(C1CCC1)N1CC(=O)N2[C@@H](CO)[C@H](c3ccc(C#CCc4ccccc4)cc3)[C@@H]2C1	0.6
COc1ccc(C#Cc2ccc([C@H]3[C@@H](CO)N4CCCCN(C(=O)Nc5ccccc5)C[C@@H]34)cc2)cc1	-6.5
C[C@H]1CN([C@@H](C)CO)C(=O)c2cc(NC(=O)C3CCCCC3)ccc2O[C@@H]1CN(C)C(=O)NC1CCCCC1	-4.0
CNC[C@H]1Oc2c(NC(=O)c3cnccn3)cccc2C(=O)N([C@H](C)CO)C[C@@H]1C	0.0
COc1cccc(NC(=O)N[C@@H]2CC[C@H](CC(=O)N3CCCCC3)O[C@H]2CO)c1	1.6

Quoted from the listing:
Under TcdB GH inh, `C[C@H]1CN([C@@H](C)CO)C(=O)c2cc(NC(=O)C3CCCCC3)ccc2O[C@@H]1CN(C)C(=O)NC1CCCCC1` is listed with -4.0
Under TcdB GH inh, `C[C@@H]1CN([C@@H](C)CO)C(=O)Cc2cc(NC(=O)CCC(F)(F)F)ccc2O[C@H]1CN(C)C(=O)Nc1ccc(F)cc1` is listed with -2.8
Under TcdB GH inh, `N#Cc1cccc(-c2ccc([C@H]3[C@@H](CO)N4CCCCN(C(=O)Cc5cccnc5)C[C@H]34)cc2)c1` is listed with 0.7
Under TcdB GH inh, `C[C@@H]1CN([C@@H](C)CO)C(=O)c2cccc(NS(=O)(=O)c3ccc(Cl)cc3)c2O[C@@H]1CN(C)S(=O)(=O)c1ccccc1` is listed with -0.2
Under TcdB GH inh, `COc1ccc(C#Cc2ccc([C@H]3[C@@H](CO)N4CCCCN(C(=O)Nc5ccccc5)C[C@@H]34)cc2)cc1` is listed with -6.5
Under TcdB GH inh, `Cc1ccc(S(=O)(=O)N(C)C[C@@H]2Oc3ccc(NC(=O)NC(C)C)cc3CC(=O)N([C@@H](C)CO)C[C@@H]2C)cc1` is listed with 0.9

Remaining list, next part.
SMILES	TcdB GH inh
C[C@@H]1CN([C@H](C)CO)C(=O)c2cccc(NC(=O)C3CC3)c2O[C@H]1CN(C)C(=O)Nc1ccccc1	-0.7
O=C(c1cccnc1)N1C[C@@H]2[C@H](c3ccccc31)[C@@H](CO)N2C(=O)Nc1ccc(F)cc1	0.1
C[C@@H]1CN([C@@H](C)CO)S(=O)(=O)c2ccc(-c3ccccc3)cc2O[C@H]1CN(C)Cc1ccccc1C(=O)O	0.5
C[C@@H]1CN([C@H](C)CO)C(=O)CCCn2nncc2CO[C@H]1CN(C)C(=O)Nc1ccc(C(F)(F)F)cc1	0.3
Cc1noc(C)c1NC(=O)N(C)C[C@@H]1Oc2ccc(NC(=O)c3ccncc3)cc2C(=O)N([C@@H](C)CO)C[C@H]1C	-0.5
CN1[C@@H]2c3ccc(C4=CCCCC4)c(=O)n3C[C@H]1[C@H](CO)[C@H]2C(=O)NCc1ccc(F)cc1	-0.5
Cc1ccccc1S(=O)(=O)NCC[C@@H]1CC[C@@H](NC(=O)C2CCC2)[C@@H](CO)O1	-10.0
Cc1ccc(OC(=O)N(C)C[C@@H]2OCc3ccccc3-c3c(n(C)c4ccccc34)C(=O)N([C@@H](C)CO)C[C@@H]2C)cc1	1.0
COc1ccc(NC(=O)Nc2ccc3c(c2)C(=O)N([C@H](C)CO)C[C@@H](C)[C@H](CN(C)C(=O)NC2CCCCC2)OCCCC[C@@H](C)O3)cc1	0.0
CN(C)CC(=O)N1[C@H](CO)[C@@H](c2ccc(-c3cccc(C(=O)N(C)C)c3)cc2)[C@@H]1C#N	-0.1
Cc1noc(C)c1NC(=O)N[C@@H]1C=C[C@H](CC(=O)Nc2ccc(-c3ccccc3)cc2)O[C@H]1CO	0.6
Cc1ccc(S(=O)(=O)N(C)C[C@@H]2Oc3ccc(NC(=O)Nc4ccc(C(F)(F)F)cc4)cc3CC(=O)N([C@H](C)CO)C[C@H]2C)cc1	-0.2
C[C@@H]1CN([C@@H](C)CO)C(=O)c2cc(NC(=O)NC3CCCCC3)ccc2O[C@@H](C)CCCCO[C@@H]1CN(C)S(=O)(=O)c1ccc(F)cc1	-0.2
O=C(C[C@H]1C=C[C@@H](NC(=O)Cc2cccnc2)[C@@H](CO)O1)Nc1ccc(-c2ccccc2)cc1	-0.4
CC(C)NC(=O)Nc1ccc2c(c1)CC(=O)N([C@H](C)CO)C[C@H](C)[C@H](CN(C)S(=O)(=O)c1ccc(Cl)cc1)O2	0.0
CN(C)CC#Cc1ccc([C@@H]2[C@@H](CO)N3C(=O)CN(C(=O)c4ccccc4)C[C@H]23)cc1	-0.1
C[C@@H]1CN([C@@H](C)CO)S(=O)(=O)c2ccc(C#CC3CC3)cc2O[C@H]1CN(C)C(=O)c1ccncc1	-7.0
O=C(Cc1ccccn1)N1CCCCN2[C@H](CO)[C@H](c3ccc(Br)cc3)[C@@H]2C1	1.3
O=C(C1=C[C@@H](C2CC2)C[C@@H](OCc2ccc(CO)cc2)O1)N1CCCCCCC1	-0.3
CCCC#Cc1ccc([C@@H]2[C@H](C#N)N(C(=O)C3CCCC3)[C@H]2CO)cc1	-6.8
COc1cccc(-c2cnc3c(c2)C(=O)N([C@H](C)CO)C[C@H](C)[C@@H](CN(C)Cc2cccnc2)O3)c1	0.6
C[C@H](CO)N1C[C@H](C)[C@H](CN(C)S(C)(=O)=O)Oc2ncc(Br)cc2C1=O	-0.4
CN(C)C(=O)c1ccc(-c2ccc3c(c2)[C@H]2[C@H](CCN2C(=O)C2CCCCC2)[C@H](CO)N3C)cc1	-0.4
C[C@@H]1CN([C@@H](C)CO)C(=O)c2cc(NC(=O)Nc3ccc4c(c3)OCO4)ccc2O[C@H]1CN(C)Cc1ccc(-c2ccccc2)cc1	0.3
C[C@H](CO)N1C[C@H](C)[C@H](CN(C)S(=O)(=O)c2ccc(Cl)cc2)OCCCC[C@H](C)Oc2ccc(NC(=O)Nc3ccc4c(c3)OCO4)cc2C1=O	-0.4

Part of the list above, with bars between the fields:
Compound | TcdB GH inh
CCC(=O)Nc1ccc2c(c1)OC[C@@H](C)N(CCc1ccccc1)C[C@H](C)[C@H](OC)CN(C)C2=O | 0.5
O=C(C1=C[C@@H](C2CC2)C[C@@H](OCc2ccc(CO)cc2)O1)N1CCCCCCC1 | -0.3
CCCC#Cc1ccc([C@@H]2[C@H](C#N)N(C(=O)C3CCCC3)[C@H]2CO)cc1 | -6.8

Given with bars between the fields: entries from further up.
SMILES | TcdB GH inh
C[C@@H]1CN([C@H](C)CO)C(=O)c2cccc(NC(=O)C3CC3)c2O[C@H]1CN(C)C(=O)Nc1ccccc1 | -0.7
Cc1noc(C)c1NC(=O)N[C@@H]1C=C[C@H](CC(=O)Nc2ccc(-c3ccccc3)cc2)O[C@H]1CO | 0.6

(cont.)
SMILES	TcdB GH inh
C[C@@H]1CN([C@@H](C)CO)S(=O)(=O)c2ccc(-c3ccccc3)cc2O[C@@H]1CN(C)S(=O)(=O)c1ccccc1F	0.1
C[C@@H]1CCCCO[C@H](CN(C)C(=O)Nc2ccc(F)cc2)[C@H](C)CN([C@@H](C)CO)C(=O)c2cc(NC(=O)Nc3cccc4ccccc34)ccc2O1	-0.9
O=C(C[C@@H]1C=C[C@H](NC(=O)c2cccnc2)[C@@H](CO)O1)NCc1ccc(Cl)c(Cl)c1	0.4
C[C@@H]1CN([C@@H](C)CO)C(=O)c2cccc(NC(=O)Nc3ccc(C(F)(F)F)cc3)c2O[C@@H]1CN(C)S(=O)(=O)c1ccc(F)cc1	-5.9
N#Cc1cccc(-c2ccc(C3[C@@H]4CN(S(=O)(=O)Cc5ccccc5)C[C@H]3N4)cc2)c1 (stereo partly drawn)	-1.8
Cc1noc(C)c1NC(=O)Nc1ccc2c(c1)C(=O)N([C@@H](C)CO)C[C@@H](C)[C@@H](CN(C)C(=O)CCCN(C)C)OCCCC[C@@H](C)O2	-0.1
O=C(C[C@@H]1CC[C@@H](NC(=O)c2ccc(F)cc2)[C@H](CO)O1)NCc1ccncn1	-0.7
CS(=O)(=O)N1CC(=O)N2[C@H](C1)[C@@H](c1ccc(C#Cc3cccc(F)c3)cc1)[C@@H]2CO	1.3
O=C(Nc1cccc(Cl)c1)N1[C@@H]2CNC[C@H]1C2c1ccc(-c2ccccc2)cc1 (stereo partly drawn)	-2.0&0.2
CCC(=O)N(C)C[C@H]1Oc2cc(/C=C/c3ccccc3)ccc2S(=O)(=O)N([C@H](C)CO)C[C@H]1C	0.0
COCC(=O)N[C@H]1CC[C@@H](CC(=O)NCc2ccc(Cl)cc2)O[C@@H]1CO	0.1
C[C@@H]1CCCCO[C@@H](CN(C)C)[C@@H](C)CN([C@H](C)CO)C(=O)c2cc(NS(=O)(=O)c3cn(C)cn3)ccc2O1	0.5
COc1ccc(NC(=O)Nc2cccc3c2O[C@@H](CN(C)Cc2ccccc2)[C@H](C)CN([C@@H](C)CO)C3=O)cc1	1.3
COCC(=O)Nc1ccc2c(c1)[C@@H]1C[C@@H](CC(=O)NCc3ccncc3)O[C@H](CO)[C@@H]1O2	-0.1
CN1C(=O)c2cc(NC(=O)c3ccc(F)cc3)ccc2OC[C@H]2O[C@@H](CC(=O)O)CC[C@@H]21	0.3
COc1cccc(S(=O)(=O)N[C@@H]2CC[C@@H](CCn3cc(-c4ccc(F)cc4)nn3)O[C@H]2CO)c1	-0.1
C[C@@H]1CN([C@H](C)CO)C(=O)c2cc(-c3ccc(C(=O)N(C)C)cc3)cnc2O[C@H]1CN(C)C(=O)CN(C)C	-1.6
C[C@H]1CN([C@@H](C)CO)C(=O)c2cc(C#CC3CC3)cnc2O[C@H]1CN(C)Cc1ccccc1C(=O)O	0.1
COc1cccc(S(=O)(=O)N2CC[C@@H]3[C@H]2c2cc(C#Cc4cccnc4)ccc2N(C)[C@H]3CO)c1	-0.6
C[C@@H]1CCCCO[C@H](CN(C)C(=O)CCCN(C)C)[C@H](C)CN([C@@H](C)CO)C(=O)c2cc(NS(=O)(=O)c3ccccc3)ccc2O1	0.1
C[C@@H]1CN([C@@H](C)CO)C(=O)c2cccc(NS(=O)(=O)c3ccccc3)c2O[C@H]1CN(C)Cc1ccccc1	-19
O=C(C[C@@H]1CC[C@@H]2[C@H](COC[C@H](O)CN2Cc2ccccc2)O1)N1CCOCC1	-2.4
C[C@@H]1CN([C@H](C)CO)C(=O)Cc2cc(NC(=O)Nc3cccc4ccccc34)ccc2O[C@@H]1CN(C)C(=O)Nc1ccc(C(F)(F)F)cc1	-0.8
Cc1ccc(S(=O)(=O)Nc2ccc3c(c2)C(=O)N([C@@H](C)CO)C[C@@H](C)[C@H](CN(C)S(=O)(=O)c2ccccc2)OCCCC[C@H](C)O3)cc1	0.4
CCCN(C)C[C@@H]1Oc2cc(-c3cccc(C#N)c3)ccc2S(=O)(=O)N([C@@H](C)CO)C[C@@H]1C	0.3
C[C@H]1CN([C@@H](C)CO)C(=O)c2cc(NC(=O)Cc3cn(C)c4ccccc34)ccc2O[C@@H]1CN(C)C(=O)Nc1ccc(F)cc1	-1.2
COc1ccc(-c2ccc([C@H]3[C@@H](CO)N4C(=O)CN(Cc5ccc(C)cc5)C[C@@H]34)cc2)cc1	-0.8
C[C@H](CO)N1C[C@H](C)[C@@H](CN(C)C(=O)C2CCC2)Oc2ncc(C3=CCCC3)cc2C1=O	1.2
C[C@H]1CN([C@@H](C)CO)C(=O)Cc2cc(NC(=O)Nc3ccc(C(F)(F)F)cc3)ccc2O[C@@H]1CN(C)S(=O)(=O)c1ccc(Cl)cc1	-0.8
C[C@H]1CCCCO[C@@H](CN(C)C)[C@@H](C)CN([C@@H](C)CO)C(=O)c2cc(NC(=O)CCC(F)(F)F)ccc2O1	0.2
